PI4K2A inh = blocks human PI4K2A kinase activity. Q9BTU6. purified PI4K2A, ADP-Glo luminescence, 1 h; hits give low values. hit rate 0.13% among 420,000. AID 1346378. activity change, negative = inhibition, % at 76.9 µM; in the data active means activity change below about -50%; inconclusive means mostly about -30% to -49%;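 further: -100% = wells without enzyme as full effect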
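ADP-Glo luminescence measured ADP generated by PI4K2A enzyme (4 ug/mL before mixing) with 1.2 mM PI substrate (pre-mix) and 300 microM ATP (pre-mix). Tris pH7.5 buffer with MgCl2, Triton X-100; 1 h reaction at ambient temperature.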
GRP78 ERSR act = induces the endoplasmic reticulum stress response in human glioma cells; U87-MG GRP78 promoter luciferase reporter, 16 h; Potency, µM, inactives show at the highest dose activation, usual class: activators; hit rate 0.02% among 420,000; AID 602332; further: potency means the concentration at half of the fitted maximal effect; series mostly up to about 76 µM; % of control where 0% means no effect; nearly all actives have a fitted effect of over 35% in size
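Stably transfected U87-MG human glioma cells carrying a GRP78-based luminescent sensor were seeded at 1000 cells/well, pin-dosed with compounds and incubated 16 h. Luciferase reagent was then added, and end-point luminescence was read after 10 min at room temperature.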
RXFP1 agonist = activates the human relaxin receptor RXFP1; Q9HBX9; HEK293T-RXFP1 cAMP TR-FRET, 30 min; response scale: percent of porcine relaxin response, buffer zero; Potency, µM (titrated, usually from 57.5 µM), without a hit: top-dose activation, most hits filed as activators; hit rate 0.3% among 370,000; AID 2676; further: potency means the concentration at half of the fitted maximal effect; on the % scale 0 is the no-effect control and ±100 the full control effect; nearly all actives have a fitted effect of over 60% in size; many of its hits are not listed in these tables
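cAMP rise read by TR-FRET after 30 min, 37C compound exposure (up to 58 uM) in RXFP1-transfected HEK293 cells with Ro 20174 present. EC50 from Hill-equation fits, with 29 nM porcine relaxin as 100% and buffer as basal.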
TrxR1 substrate = substrates of rat thioredoxin reductase 1; purified TrxR1 substrate turnover, NADPH consumption readout; Potency, µM (titrated, usually from 114 µM), inactives show top-dose activity change, negative = substrate turnover; hit rate 0.01% among 390,000; further: potency means the concentration at half of the fitted maximal effect; on the % scale 0 is the no-effect control and ±100 the full control effect; nearly all actives have a fitted effect of over 50% in size
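Rat TrxR1, dispensed at 90 nM, was prereduced with 400 uM NADPH (final) for 5 min at ~22 deg C, then incubated with compound 15 min before 400 uM selenite. A first-read NADPH fluorescence drop versus no-compound background flagged substrates.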
Vif-A3G inh = Vif-A3G binding inhibition | Potency, µM (top dose mostly 46.1 µM), for the others: at the highest dose activity, negative = active, most hits filed as inhibitors | Q9HC16 | HeLa A3G-eYFP + Vif (tagged APOBEC3G with the HIV-1 protein that degrades it), YFP fluorescence, overnight | hit rate 0.076% among 410,000;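 further: potency means the concentration at half of the fitted maximal effect; on the % scale 0 is the no-effect control and ±100 the full control effect; nearly all actives have a fitted effect of over 60% in size; hits raise eYFP signal because A3G escapes Vif-driven loss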
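Read-out is eYFP fluorescence (Ex 488/Em 500-530) from Vif-expressing HeLa A3G-eYFP cells; more signal means A3G escaped Vif-mediated degradation. Cells plated overnight, compound pinned in, incubated overnight at 37 deg C.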
IDH1 R132H inh = human IDH1 R132H inhibition. O75874. AID 602179. hit rate 0.093% among 390,000. Potency, µM (series often up to 76.6 µM), inactives show at the top dose activity change, negative = inhibition, most hits filed as inhibitors. IDH1-R132H enzyme, NADPH consumption, diaphorase/resazurin fluorescence; further: potency means the concentration at half of the fitted maximal effect; on the % scale 0 is the no-effect control and ±100 the full control effect; nearly all actives have a fitted effect of over 65% in size
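IDH1-R132H (0.5 ug/mL) preincubated 30 min with compound, then NADPH (0.016 mM) and alpha-KG (2 mM) added; 80 min at RT, pH 7.5. Remaining NADPH coupled via diaphorase/resazurin to fluorescence (540/590 nm); concentration-response curves normalized to no-enzyme control.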
Vif-APOBEC3F blk = blocks the Vif interaction with APOBEC3F. AID 602313. hit rate 0.2% among 390,000. Potency, µM (highest dose often 46.1 µM), for inactives: at the highest dose activity, negative = active. HeLa A3F-eYFP + Vif (tagged APOBEC3F with the HIV-1 protein that degrades it), YFP fluorescence increase; further: potency means the concentration at half of the fitted maximal effect; % of control where 0% means no effect; nearly all actives have a fitted effect of over 65% in size
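HeLa cells stably expressing A3F-eYFP plus Vif, plated and incubated overnight at 37 deg C, then exposed to compounds overnight at 37 deg C. Blocked degradation read as raised yellow fluorescence (Ex 488/Em 500-530).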
USP1 inh = blocks the human USP1/UAF1 deubiquitinase complex. recombinant USP1/UAF1, Ub-Rhodamine cleavage fluorescence. Potency, µM (highest dose often 57.1 µM), for the others: at the highest dose activity change, negative = inhibition, usual class: inhibitors. hit rate 0.23% among 390,000; further: potency means the concentration at half of the fitted maximal effect; on the % scale 0 is the no-effect control and ±100 the full control effect; nearly all actives have a fitted effect of over 60% in size; inactives centre near -12
Target sequence (O94782 whole entry, looked up): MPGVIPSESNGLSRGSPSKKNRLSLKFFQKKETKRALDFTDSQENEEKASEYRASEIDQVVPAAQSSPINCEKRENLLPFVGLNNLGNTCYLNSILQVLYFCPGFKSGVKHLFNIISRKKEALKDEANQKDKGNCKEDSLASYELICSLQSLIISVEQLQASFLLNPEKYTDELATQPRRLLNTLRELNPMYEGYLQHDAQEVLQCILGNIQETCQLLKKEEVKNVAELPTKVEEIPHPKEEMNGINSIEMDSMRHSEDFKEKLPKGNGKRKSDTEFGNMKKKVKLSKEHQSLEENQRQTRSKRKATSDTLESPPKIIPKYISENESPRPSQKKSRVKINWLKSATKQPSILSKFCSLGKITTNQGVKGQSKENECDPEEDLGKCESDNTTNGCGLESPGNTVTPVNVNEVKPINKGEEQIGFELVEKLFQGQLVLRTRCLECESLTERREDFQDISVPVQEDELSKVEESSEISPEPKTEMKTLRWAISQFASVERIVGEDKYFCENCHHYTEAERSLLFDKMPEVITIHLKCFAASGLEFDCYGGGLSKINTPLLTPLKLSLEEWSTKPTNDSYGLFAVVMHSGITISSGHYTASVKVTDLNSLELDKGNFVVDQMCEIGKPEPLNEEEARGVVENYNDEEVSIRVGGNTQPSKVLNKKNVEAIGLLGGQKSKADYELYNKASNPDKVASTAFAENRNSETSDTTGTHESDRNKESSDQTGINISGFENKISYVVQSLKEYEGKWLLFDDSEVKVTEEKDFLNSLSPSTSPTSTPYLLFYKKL
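High-throughput fluorogenic screen: 1nM USP1/UAF1 complex, Ub-Rho substrate 150nM final, 50mM HEPES pH 7.8 with 0.5mM EDTA, 0.1 mg/ml BSA, 1mM TCEP and 0.01% Tween-20.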
LDHA block = LDHA (human) enzyme inhibition; P00338; purified LDHA, NADH/diaphorase-resazurin fluorescence; hits give low values; activity change, % (values are at about 110 or 230 µM); hit rate 0.15% among 480,000; AID 1347041; in the data active means activity change below about -30%; inconclusive means mostly about -25% to -30%;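 further: plate controls were DMSO wells for no effect and wells without enzyme for full effect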
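Remaining NADH was detected by diaphorase (0.133 mg/mL) converting 37 µM resazurin to fluorescent resorufin, read at 0 and 20 minutes. The preceding 5-minute room-temperature reaction used 2 nM LDHA, 0.2 mM sodium pyruvate and 0.06 mM NADH at pH 7.4.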
* hit, by the source's call; u = inconclusive; x = not tested or not shown; [ ] = remark or other dose. Unless noted, the call rests on the fitted dose curve; in most records, active means well fitted curve in the direction sought with a large enough effect; inconclusive means small, poorly fitted or top-dose-only effect, or another doubt; inactive means no such curve, though single readings can be large; an effect the other way counts as inactive or inconclusive. An excerpt. The share of hits here may be higher or lower than overall.

SMILES	PI4K2A inh	GRP78 ERSR act	RXFP1 agonist	TrxR1 substrate	Vif-A3G inh	IDH1 R132H inh	Vif-APOBEC3F blk	USP1 inh	LDHA block
COc1ccc(CN2C(=O)c3cccnc3C2Nc2ccc(OC)c(Cl)c2)cc1 (stereo not drawn)	-2.2	-0.9%	1.7%	2.5%	2.5%	-21.5%	0.8%	-15.6%	-0.5
O=C(NN1CCOCC1)c1ccc(Cl)cc1Cl	0.1	-1.8%	x	-8.9%	0.1%	4.9%	-4.3%	-1.2%	-8.2
CCOC(=O)c1cc(NC(=O)SCC(=O)O)c(C)nc1C	0.8	0.2%	-0.6%	9.2%	-0.7%	0.0%	4.2%	-13.5%	-5.9
O=C(O)c1ccc(-c2ncc[nH]2)cc1	-6.0	-4.8%	2.6%	94.5%[activator][57.1 µM]	1.8%	0.1%	-8.4%	-0.6%	0.5
Cc1ccc(C2N(c3ccccc3)C(=S)N3CCCN23)cc1 (stereo not drawn)	-3.8	-1.1%	0.3%	7.9%	-9.3%	7.2%	-10.2%	-9.3%	-2.9
CN(C)c1ccc(-c2nc3ccccc3n2C)cc1	u	-11.2%	-0.3%	535.1%[activator]	1.8%	10.2%	-4.1%	-21.9%	3.8
COc1ccc(CC(=O)OC(C)C(=O)c2ccc(C)cc2)cc1 (stereo not drawn)	-7.7	4.6%	-1.3%	1.5%	0.4%	0.0%	-1.7%	-24.3%	2.8
CCCNC(=O)CNC(=S)N(Cc1ccccc1F)C1CCCCC1	2.9	-3.8%	0.8%	5.0%	-4.5%	5.1%	-1.7%	-13.6%	-8.8
Cc1ccc(-c2cc(C(=O)NCCc3ccc(S(N)(=O)=O)cc3)c3ccccc3n2)cc1	-3.1	4.2%	2.2%	9.9%	-8.5%	-4.2%	-3.7%	0.1%	-16.3
CCNc1ccc(S(=O)(=O)N(C)C)cc1[N+](=O)[O-]	-4.5	-3.1%	-1.7%	-7.5%	-1.8%	-9.6%	-6.4%	-0.4%	-37.1*
O=C1/C(=C\c2cccs2)SC(=S)N1C1CCS(=O)(=O)C1 (stereo not drawn)	-2.9	-2.1%	-0.9%	-6.0%	6.2%	0.0%	7.4%	-19.2%	-5.1
Cc1cccc(NC(=O)Cn2nnc(C(=O)NCc3cccs3)c2N)c1C	1.5	-3.6%	-3.4%	0.9%	-5.5%	4.1%	x	-4.9%	-12.6
Cc1ccc([N+](=O)[O-])cc1S(=O)(=O)N1CCCC1	3.1	-5.4%	-1.0%	-10.7%	0.4%	0.1%	11.2%	4.4%	-16.3
O=C1OC(Nc2nccs2)c2ccccc21 (stereo not drawn)	-2.2	0.4%	1.2%	1.7%	2.7%	2.7%	2.2%	-8.8%	3.5
COc1cccc(C(=O)N2C(C(=O)O)CSC2c2ccccc2Cl)c1 (stereo not drawn)	-0.6	-0.2%	-0.7%	5.2%	1.5%	-4.4%	-9.9%	2.8%	-8.9
CC1CC(=O)NN=C1c1ccc(NCCO)c([N+](=O)[O-])c1 (stereo not drawn)	-2.1	-3.8%	5.2%	-15.4%	0.4%	4.2%	0.8%	-5.0%	2.0
CN(c1ccc(C(=O)N2CCN(Cc3ccc4c(c3)OCO4)CC2)cc1)S(C)(=O)=O	-1.1	-7.6%	-0.8%	9.3%[57.1 µM]	6.4%	25.7%	-7.0%	0.9%	-11.4
CC(NC(=O)Cc1ccsc1)c1ccc(Cl)cc1Cl (stereo not drawn)	0.2	-0.7%	-1.8%	4.7%	-7.1%	-11.7%	-1.5%	-15.7%	-8.6
COc1ccc(CCNC(=O)C2CCN(S(=O)(=O)c3cccs3)CC2)cc1OC	0.9	-3.4%	-1.2%	5.4%[57.1 µM]	3.1%	4.3%	-11.7%	-18.5%	-3.1
Cc1c(Br)c(C(=O)N2CCc3ccccc32)nn1C	-6.7	1.3%	1.2%	-8.4%	-8.3%	7.4%	-6.6%	-8.7%	-0.5
Cc1ccc(-n2ncc3c(=O)n(CC(=O)NC4CCCCC4)cnc32)cc1	-6.8	4.0%	11.9%	11.0%[57.1 µM]	0.5%	6.3%	3.3%	-9.4%	-3.7
CCC(C)NC(=O)C1CCN(S(=O)(=O)c2ccc3c(c2)CC(C)N3C(C)=O)CC1 (stereo not drawn)	0.4	-1.0%	1.8%	8.4%	1.7%	7.9%	2.8%	1.4%	-8.9
O=[N+]([O-])c1ccc(Nc2ccc(Cl)cc2)nc1	1.5	3.3%	-1.7%	-3.7%[57.1 µM]	-10.2%	-4.8%	9.9%	-25.0%	-1.4
N#CCCN(C(=O)COC(=O)c1ccc2c(c1)NC(=O)CS2)c1ccc2c(c1)OCCO2	0.8	-0.8%	2.6%	-2.9%[57.1 µM]	1.3%	-2.9%	-1.3%	-6.5%	-0.4
O=C(Cn1c(=O)n(Cc2ccc(F)cc2)c(=O)c2sc3ccccc3c21)NCc1ccccc1	-5.9	-4.1%	6.7%	8.6%	-8.2%	0.2%	-14.3%	-10.1%	-1.8
SMILES	PI4K2A inh	GRP78 ERSR act	RXFP1 agonist	TrxR1 substrate	Vif-A3G inh	IDH1 R132H inh	Vif-APOBEC3F blk	USP1 inh	LDHA block
CC(=O)N1N=C(C)CC1c1ccc(O)cc1 (stereo not drawn)	-3.3	-3.3%	2.1%	-4.5%	4.2%	-4.2%	-1.2%	-13.9%	1.8
O=C(Nc1ccccc1)C1=C[C@@H](C2CC2)C[C@@H](OCc2ccc(CO)cc2)O1	-4.0	3.8%	-0.6%	-7.0%	0.3%	2.4%[38.3 µM]	2.0%	-8.4%	-4.4
COc1ccc(CN(C(=O)c2cccs2)C(C(=O)NC2CCCCC2)c2ccc3ncccc3c2)cc1 (stereo not drawn)	-0.2	-2.7%	-1.4%	-10.7%	-10.4%	5.1%	-0.2%	-6.3%	-5.4
O=C(CSc1ncn[nH]1)Nc1c(F)cc(F)cc1Br	2.0	-3.5%	-1.4%	-6.5%	0.3%	4.1%	-2.6%	-14.0%	-1.1
CCOc1ccc(OCCCC(=O)ON=C(N)c2ccccc2Cl)cc1	2.0	-0.1%	-1.0%	-4.3%	-0.2%	0.0%	1.7%	-13.7%	-11.9
Cc1ccnc(NC(=O)c2cc(F)c(F)cc2Cl)n1	7.2	0.0%	8.8%	0.1%	0.5%	3.0%	-15.5%	-6.8%	-3.4
CC(C)=CC(=O)OCc1csc(CC(=O)Nc2ccccc2C)n1	-3.6	-2.9%	-0.4%	-2.1%	0.0%	1.9%	-3.8%	-20.9%	-1.3
O=C(CCc1nnc(C2CCCCC2)o1)N1CCN(Cc2ccccc2)CC1	2.0	u	0.0%	9.2%[57.1 µM]	-3.6%	3.2%	-56.6%	-9.6%	-4.5
COc1ccc(OC)c(N(CC(=O)Nc2ccc3c(c2)OCCO3)S(C)(=O)=O)c1	3.4	-1.7%	2.8%	-8.7%	0.9%	3.5%	-2.0%	-3.7%	8.1
O=C(COc1ccc([N+](=O)[O-])cc1)Nc1ccc2c(c1)CCC2	4.9	6.3%	0.7%	-7.3%	0.8%	12.7%	2.5%	-26.2%	-0.6
O=C(NCC1CCCO1)C1CCCN(S(=O)(=O)c2cccc3nsnc23)C1 (stereo not drawn)	-1.1	-2.5%	0.5%	-3.1%	-0.8%	-0.4%	-9.8%	-15.5%	-2.7

Compounds from the list above that have an aryl methoxy group:
SMILES	PI4K2A inh	GRP78 ERSR act	RXFP1 agonist	TrxR1 substrate	Vif-A3G inh	IDH1 R132H inh	Vif-APOBEC3F blk	USP1 inh	LDHA block
COc1ccc(CN2C(=O)c3cccnc3C2Nc2ccc(OC)c(Cl)c2)cc1 (stereo not drawn)	-2.2	-0.9%	1.7%	2.5%	2.5%	-21.5%	0.8%	-15.6%	-0.5
COc1ccc(CC(=O)OC(C)C(=O)c2ccc(C)cc2)cc1 (stereo not drawn)	-7.7	4.6%	-1.3%	1.5%	0.4%	0.0%	-1.7%	-24.3%	2.8
COc1cccc(C(=O)N2C(C(=O)O)CSC2c2ccccc2Cl)c1 (stereo not drawn)	-0.6	-0.2%	-0.7%	5.2%	1.5%	-4.4%	-9.9%	2.8%	-8.9
COc1ccc(CCNC(=O)C2CCN(S(=O)(=O)c3cccs3)CC2)cc1OC	0.9	-3.4%	-1.2%	5.4%[57.1 µM]	3.1%	4.3%	-11.7%	-18.5%	-3.1
COc1ccc(CN(C(=O)c2cccs2)C(C(=O)NC2CCCCC2)c2ccc3ncccc3c2)cc1 (stereo not drawn)	-0.2	-2.7%	-1.4%	-10.7%	-10.4%	5.1%	-0.2%	-6.3%	-5.4
COc1ccc(OC)c(N(CC(=O)Nc2ccc3c(c2)OCCO3)S(C)(=O)=O)c1	3.4	-1.7%	2.8%	-8.7%	0.9%	3.5%	-2.0%	-3.7%	8.1

Compound activity: PubChem BioAssay, National Center for Advancing Translational Sciences (NCATS)
